Tau fluor counter: counter-screen for tau fibril formation inhibitors; tau K18 P301L Alexa594 fluorescence, heparin fibrillization; Potency, µM (doses to about 57.7 µM), for the others: top-dose activity change, negative = decrease; 280,000 tested, 0.93% active; AID 1463; note: potency is the fitted concentration of half-maximal effect; % is set by controls: 0 for no effect and ±100 for the full control effect; nearly all actives have a fitted effect of over 55% in size
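Human tau K18 P301L (15 uM unlabeled, 0.24 uM Alexa 594-labeled) in 100 mM sodium acetate pH 7 with 20 uM heparin, 6 hr at 37 C. ThT 30 uM added, 1 hr ambient; Alexa 594 FP and total fluorescence read at 555/632 nm.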
TR SRC2 fluor cs: Texas Red fluorescence interference in TRb-SRC2 counter-screen; TRb/SRC2 Texas Red total fluorescence interference; Potency, µM (series often up to 106 µM), for inactives: top-dose fluorescence change, negative = quenching; 280,000 tested, 0.29% active; AID 1479; active = well fitted curve in either direction with a large enough effect; inconclusive = small, poorly fitted or top-dose-only effect; note: potency is the fitted concentration of half-maximal effect; % is set by controls: 0 for no effect and ±100 for the full control effect
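Human TRβ ligand-binding domain (0.6 uM) and Texas Red SRC2 peptide (20 nM) in Tris buffer with 1 uM T3 and 5% DMSO were incubated with pinned compound for 5 hr at ambient temperature. Total fluorescence was computed as S + 2P (555/632 nm).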
Epigenetic reg: regulators of epigenetic silencing causing reporter derepression in mouse cells; murine LDR cells, GFP reporter derepression, 30 h; 280,000 tested, 0.2% active; Potency, µM (top dose mostly 53.9 µM), for the others: at the top dose GFP activation, most hits filed as activators; AID 1865; note: potency is the fitted concentration of half-maximal effect; % of control where 0% means no effect; nearly all actives have a fitted effect of over 60% in size
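In this reporter-derepression format, murine cells bearing a silenced integrated CMV-GFP locus incubate with test compound (30 h, 37 C), then are washed and imaged; fluorescent objects of 20–120 um count as induced cells.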
NPSR antag: blocks cAMP signaling of the human neuropeptide S receptor. Q6W5P4. CHO-NPSR cells, cAMP TR-FRET, antagonist mode. Potency, µM (series often up to 38.3 µM), inactives show top-dose activity change, negative = inhibition, most hits filed as inhibitors. 220,000 tested, 1% active. AID 1461; note: potency is the fitted concentration of half-maximal effect; % is set by controls: 0 for no effect and ±100 for the full control effect; nearly all actives have a fitted effect of over 50% in size; many of its hits are not listed in these tables
Target sequence (Q6W5P4 whole entry, looked up): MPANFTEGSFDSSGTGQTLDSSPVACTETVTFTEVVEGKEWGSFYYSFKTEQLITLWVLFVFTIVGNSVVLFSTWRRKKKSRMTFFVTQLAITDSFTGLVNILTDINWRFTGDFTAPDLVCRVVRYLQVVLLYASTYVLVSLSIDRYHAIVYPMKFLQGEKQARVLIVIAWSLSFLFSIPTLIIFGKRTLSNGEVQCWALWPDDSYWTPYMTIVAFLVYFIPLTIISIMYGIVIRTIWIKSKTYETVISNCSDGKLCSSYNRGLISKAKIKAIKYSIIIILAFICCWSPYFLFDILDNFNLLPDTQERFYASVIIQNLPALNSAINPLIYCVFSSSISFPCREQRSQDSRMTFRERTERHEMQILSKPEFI
TRb-SRC2 inh: TRbeta-SRC2 interaction inhibition. 280,000 tested, 0.065% active. TRbeta-SRC2 peptide binding, fluorescence polarization; receptor liganded with 1 µM T3. P10828. Potency, µM (doses to about 106 µM), for inactives: at the top dose activity change, negative = inhibition, hits mostly inhibitors;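 note: potency is the fitted concentration of half-maximal effect; plate controls were bound peptide for no effect and peptide without receptor for full effect; nearly all actives have a fitted effect of over 50% in size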
Target sequence (P10828 whole entry, looked up): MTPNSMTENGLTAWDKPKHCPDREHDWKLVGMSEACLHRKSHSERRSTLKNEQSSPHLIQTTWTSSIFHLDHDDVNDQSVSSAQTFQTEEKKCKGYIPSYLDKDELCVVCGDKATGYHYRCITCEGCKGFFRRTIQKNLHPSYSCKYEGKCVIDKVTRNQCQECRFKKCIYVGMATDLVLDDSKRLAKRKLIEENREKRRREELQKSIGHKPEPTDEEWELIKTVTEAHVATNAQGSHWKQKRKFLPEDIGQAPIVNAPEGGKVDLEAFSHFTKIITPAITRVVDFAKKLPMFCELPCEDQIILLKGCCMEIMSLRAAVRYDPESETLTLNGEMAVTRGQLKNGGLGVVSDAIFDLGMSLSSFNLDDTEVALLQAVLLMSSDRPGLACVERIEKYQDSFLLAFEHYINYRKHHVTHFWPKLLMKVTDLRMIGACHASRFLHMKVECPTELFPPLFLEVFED
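Polarization signal, normalized between peptide-alone and full complex controls, measured compound effects on T3-liganded human TRb LBD (0.6 uM) binding 20 nM Texas Red SRC2 peptide after 5 hr.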
CBFb-RUNX1 inh: inhibitors of human CBF-beta and RUNX1 interaction; Q01196+Q13951; AlphaScreen CBFb-His/RUNX1-biotin binding, biochemical; Potency, µM (highest dose often 59.8 µM), for inactives: at the highest dose activity, negative = inhibition, usual class: inhibitors; 230,000 tested, under 10 active; note: % of control where 0% means no effect
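His-tagged CBF-beta and biotinylated RUNX1 (30 nM each) were premixed 20 min at room temperature, exposed to compound for 15 min, then given nickel-chelate and streptavidin AlphaScreen beads (50 ng each). After 90 min, AlphaScreen signal was read.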
Tau fibril FP: tau fibrillization inhibition (FP) | P10636 | Potency, µM (series often up to 57.7 µM), for the others: at the highest dose activity, negative = inhibition, most hits filed as inhibitors | 280,000 tested, 0.39% active | K18 P301L tau heparin fibrillization, Alexa594 FP, 6 h; note: potency is the fitted concentration of half-maximal effect; % is set by controls: 0 for no effect and ±100 for the full control effect; nearly all actives have a fitted effect of over 55% in size
Target sequence (P10636 561-689 P618L limits assumed): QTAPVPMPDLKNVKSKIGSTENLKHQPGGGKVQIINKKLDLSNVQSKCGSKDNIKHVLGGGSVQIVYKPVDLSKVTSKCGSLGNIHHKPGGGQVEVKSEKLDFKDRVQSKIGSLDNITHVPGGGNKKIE
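Recombinant K18 P301L […], labeled with Alexa 594 at 0.24 uM over 15 uM unlabeled; heparin inducer 20 uM final; 37 C, 6 hr; FP endpoint.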
GLA spleen mod: inhibitors or activators of human alpha-galactosidase in spleen homogenate. human spleen homogenate, 4MU-alpha-Gal fluorescence, 40 min. Potency, µM (doses to about 80 µM), for the others: top-dose activity change, negative = inhibition, hits mostly inhibitors. 240,000 tested, 0.008% active. P06280. AID 2107;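 note: potency is the fitted concentration of half-maximal effect; 0% = enzyme with vehicle and -100% = no enzyme basal signal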
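qHTS titration in buffer at pH 5.0. Alpha-galactosidase activity in spleen homogenate was measured via 4-methylumbelliferone release from 1 mM fluorogenic substrate after 40 min at 37C and a pH 10 stop. AC50 came from Hill fits of control-normalized data.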
The depositor's hits bear a star; ? = inconclusive; · = not tested or not shown; [ ] = remark or other dose. Unless noted, calls come from the whole dose curve; as a rule, active = well fitted curve in the direction sought with a large enough effect; inconclusive = small, poorly fitted or top-dose-only effect, or another doubt; inactive = no such curve, though single readings can be large; an effect the other way counts as inactive or inconclusive. This is a subset; the hit share may differ from the screen's.

#1 COc1cccc(Nc2nc(CN3CCOCC3)nc3sc4c(c23)CCCC4)c1
#2 Cc1cccc(-n2c(N)cc(=O)nc2SC(C)C(=O)NC2CCCCC2)c1 (stereo not given)
#3 O=C(Nc1nc(-c2cc3ccccc3oc2=O)cs1)c1ccc(Br)o1
#4 Cc1ccc(C)c(CN2C(=O)c3ccccc3S(=O)(=O)c3ccc(C(=O)Nc4ccccc4C(F)(F)F)cc32)c1
#5 CN(C)S(=O)(=O)c1ccc(C(=O)NCC(=O)N/N=C/c2cccs2)cc1
#6 COCC(=O)/C=C1\Sc2ccccc2N1C
#7 CC(C)c1ccc(NC(=O)C(=O)c2cn(CC(=O)N3CCCCC3)c3ccccc23)cc1
#8 CCC(=O)Nc1ccc(NC(=O)c2ccco2)c(OC)c1

Assay by compound,1,2,3,4,5,6,7,8
Tau fluor counter,-4%,-3%,8%,-15%,-2%,-4%,-11%,0%
TR SRC2 fluor cs,0%,0%,3%,0%,1%,-2%,-3%,-2%
Epigenetic reg,0.1%,-0.7%,-1.6%,-0.4%,-1.5%,0.0%,0.0%,0.0%
NPSR antag,-8%,-14%[46.1 µM],?,·,2%,-11%[46.1 µM],-13%,-4%[46.1 µM]
TRb-SRC2 inh,4%,-8%,14%,-3%,2%,2%,3%,1%
CBFb-RUNX1 inh,-9%,3%,0%,·,0%,4%,-7%,2%
Tau fibril FP,-9%,-1%,6%,?,8%,-3%,-18%,2%
GLA spleen mod,12%,-3%,-2%,·,6%,5%,12%,4%

Values by screen from the list.
Entries 1–8 in Tau fluor counter: -4%, -3%, 8%, -15%, -2%, -4%, -11%, 0%

Single records, from the list above. Order of values: Tau fluor counter | TR SRC2 fluor cs | Epigenetic reg | NPSR antag | TRb-SRC2 inh | CBFb-RUNX1 inh | Tau fibril FP | GLA spleen mod
Entry for CCC(=O)Nc1ccc(NC(=O)c2ccco2)c(OC)c1 : 0% | -2% | 0.0% | -4%[46.1 µM] | 1% | 2% | 2% | 4%
Entry for COc1cccc(Nc2nc(CN3CCOCC3)nc3sc4c(c23)CCCC4)c1 : -4% | 0% | 0.1% | -8% | 4% | -9% | -9% | 12%

The list continues.
#9 COC(=O)C1CCN(c2csc3ccc(C)cc3c2=O)CC1
#10 CN(CCc1ccc(Cl)c(Cl)c1)C[C@@H](O)COc1ccc(NS(C)(=O)=O)cc1
#11 CN(C(=O)C1CCOC1)c1nnc(-c2cnccn2)s1 (stereo not given)
#12 CCNC(=O)N(C)c1nncnc1C(=O)NC
#13 Cc1nc(CSc2ccc(Cl)cc2)cc(N2CC(C)OC(C)C2)n1 (stereo not given)
#14 O=C(NN1C(=O)C2C(c3ccccc3)C=CC(c3ccccc3)C2C1=O)c1ccncc1 (stereo not given)
#15 COc1ccc(CCn2c(N)c(C(=O)NCc3ccco3)c3nc4ccccc4nc32)cc1
#16 CCN(CC)c1ccc(-c2n[nH]c(=S)n2-c2ccccc2C)cc1

Assay by compound,9,10,11,12,13,14,15,16
Tau fluor counter,-15%,-17%,0%,-1%,-5%,-19%,?,-17%
TR SRC2 fluor cs,5%,-1%,-4%,1%,0%,1%,-4%,-2%
Epigenetic reg,-1.7%,-0.3%,0.8%,-1.6%,-0.1%,0.9%,0.2%,-2.6%
NPSR antag,·,·,5%[46.1 µM],13%[46.1 µM],-36%,-20%,-35%,-43%
TRb-SRC2 inh,4%,-1%,1%,-3%,2%,2%,-1%,-4%
CBFb-RUNX1 inh,·,0%[21.7 µM],-1%,8%,5%,-2%,?,-26%
Tau fibril FP,9%,5%,-2%,0%,13%,-10%,?,0%
GLA spleen mod,·,-4%,-8%,-1%,4%,5%,?,-11%

2 compounds drawn at random from those above:
#12 CCNC(=O)N(C)c1nncnc1C(=O)NC
#13 Cc1nc(CSc2ccc(Cl)cc2)cc(N2CC(C)OC(C)C2)n1 (stereo not given)

Assay by compound,12,13
Tau fluor counter,-1%,-5%
TR SRC2 fluor cs,1%,0%
Epigenetic reg,-1.6%,-0.1%
NPSR antag,13%[46.1 µM],-36%
TRb-SRC2 inh,-3%,2%
CBFb-RUNX1 inh,8%,5%
Tau fibril FP,0%,13%
GLA spleen mod,-1%,4%

The list continues:
#17 Cc1ccc2sc(NC(=O)CN3C(=O)CCC3=O)nc2c1C
#18 CN1CCN(C(c2ccc(F)cc2)c2sc3nc(-c4ccco4)nn3c2O)CC1 (stereo not given)
#19 CCc1ccccc1NS(=O)(=O)c1ccc2c(c1)NC(=O)CC(=O)N2
#20 O=C(CCN1C(=O)COc2ccccc21)NCCCN1CCc2ccccc2C1
#21 COc1ccc(/C=C/C(=O)NCC(=O)N/N=C(\C)Cc2ccccc2)cc1
#22 N#Cc1ccc(C23CC4(C2)[C@H](CN(Cc2cccnc2)[C@@H]4c2ccccc2)C3c2ccc(C(F)(F)F)cc2)cc1 (stereo not given in full)
#23 Brc1cccc2sc(N3CCN(c4ccccc4)CC3)nc12
#24 Cc1ccc(-n2c3c(c(=O)[nH]c2=S)C(C(F)(F)F)(C(F)(F)F)NC(=O)N3)cc1

Assay by compound,17,18,19,20,21,22,23,24
Tau fluor counter,2%,-15%,-1%,-11%,-13%,-13%,-25%,-3%
TR SRC2 fluor cs,-1%,0%,2%,0%,-1%,-4%,0%,-8%
Epigenetic reg,0.0%,2.0%,0.0%,-2.0%,2.5%,2.2%,-1.0%,-0.3%
NPSR antag,5%[46.1 µM],·,22%,-11%[46.1 µM],26%,·,-26%,-10%[46.1 µM]
TRb-SRC2 inh,-3%,-6%,-9%,5%,-3%,1%,-1%,-3%
CBFb-RUNX1 inh,2%,·,4%,-1%,1%,8%,6%,-1%
Tau fibril FP,-3%,-11%,12%,-9%,-5%,-5%,6%,-4%
GLA spleen mod,-3%,·,15%,2%,3%,-1%,-5%,2%

#25 Cc1noc(C)c1S(=O)(=O)N1CCC(C(=O)c2ccccc2)CC1
#26 Cn1c(=O)n(C)c2cc(C(N)=O)ccc21
#27 COc1ccc(Cl)c(NC(=O)Nc2c(C)n(-c3ccccc3)c(=O)n2C)c1
#28 Cc1ccc2nc(NC3=NCN(C4CCCCC4)CN3)nc(C)c2c1
#29 Cc1ccnc(N2CCCC(C(=O)Nc3nnc(C)s3)C2)n1 (stereo not given)
#30 CC(=O)Nc1ccc(-c2ccc3nnc(C)n3n2)cc1
#31 CCOc1ccc(N(CC(=O)N/N=C/c2ccc(OC(C)C)cc2)S(C)(=O)=O)cc1
#32 COc1cc2c(OC)cccc2cc1C(=O)O

Assay by compound,25,26,27,28,29,30,31,32
Tau fluor counter,2%,6%,0%,-5%,-2%,2%,-21%,2%
TR SRC2 fluor cs,-8%,-6%,-4%,2%,-1%,-2%,-2%,-1%
Epigenetic reg,-0.3%,-0.8%,-1.0%,-1.0%,-1.2%,-1.5%,-3.2%,0.0%
NPSR antag,4%,10%[46.1 µM],0%[46.1 µM],-5%[46.1 µM],7%[7.67 µM],6%,-15%,0%[46.1 µM]
TRb-SRC2 inh,5%,1%,0%,-1%,-9%,3%,8%,8%
CBFb-RUNX1 inh,11%,3%,5%,9%,3%,-4%,-6%,3%
Tau fibril FP,2%,3%,0%,-1%,6%,3%,-7%,1%
GLA spleen mod,4%,4%,16%,12%,4%,-1%,9%,15%

#33 C/C(=N\NC(=O)c1ccn(C)n1)c1cccc(NC(=O)c2ccncc2)c1
#34 Cc1cc(N2CCC(N(C)C3CCCC3)CC2)nc2cc(O)ccc12
#35 COC(=O)c1ccc(COc2ccccc2/C=C(\C#N)C(=O)Nc2c(C)cc(C)cc2C)cc1
#36 Cc1ccc(-n2c(SCC(=O)N3CC(=O)Nc4ccccc43)nc3ccccc3c2=O)cc1
#37 COc1ccc(OC)c(NC(=O)CSc2nc3cccnc3n2C)c1
#38 Cc1ccc(NC(=S)NCCc2ccccc2)nc1
#39 COc1cc(OC)cc(-c2cc3nc4c(c(N5CCN(c6ncccn6)CC5)n3n2)CCCC4)c1
#40 CSc1ccccc1-n1nnnc1SCC(=O)Nc1ccccc1C

Assay by compound,33,34,35,36,37,38,39,40
Tau fluor counter,6%,-6%,-8%,-21%,-9%,-2%,-6%,-16%
TR SRC2 fluor cs,-3%,1%,1%,-5%,-1%,-4%,1%,1%
Epigenetic reg,-2.2%,0.0%,1.3%,-0.9%,0.9%,-1.5%,0.0%,0.8%
NPSR antag,4%,7%[46.1 µM],-16%[46.1 µM],-18%[46.1 µM],-12%[46.1 µM],-30%,?,-19%[46.1 µM]
TRb-SRC2 inh,-10%,-6%,7%,7%,0%,-6%,4%,4%
CBFb-RUNX1 inh,14%,7%,3%,-7%,4%,8%,2%,0%
Tau fibril FP,-1%,-4%,-8%,-11%,3%,3%,8%,-5%
GLA spleen mod,2%,?,8%,-5%,-3%,-21%,2%,10%

#41 COc1ccc(C(C(=O)NCc2ccccc2)N(Cc2ccc3c(c2)OCO3)C(=O)c2cnccn2)cc1 (stereo not given)
#42 Cc1ccc(CNC(=O)Cn2c(=O)n(Cc3ccc(F)cc3)c(=O)c3sc4ccccc4c32)cc1
#43 COc1ccccc1Oc1ccc2c(c1)C(=O)N(c1ccc(O)cc1)C2=O
#44 Cc1ccccc1NC(=O)c1sc2nc(-c3ccncc3)ccc2c1N
#45 Cc1ccc(/C=N/NC(=O)Cc2cccs2)o1

Assay by compound,41,42,43,44,45
Tau fluor counter,-13%,-4%,-7%,10µM*[quencher],-5%
TR SRC2 fluor cs,3%,-1%,0%,-7%,-6%
Epigenetic reg,-1.0%,-0.7%,1.0%,2.5%,-3.2%
NPSR antag,-16%[46.1 µM],·,-12%[46.1 µM],·,8%
TRb-SRC2 inh,6%,-5%,5%,0%,-1%
CBFb-RUNX1 inh,0%,·,0%,·,2%
Tau fibril FP,3%,-10%,-5%,13%,-1%
GLA spleen mod,11%,·,-10%,·,-4%

Bioassay records deposited in PubChem by National Center for Advancing Translational Sciences (NCATS).
